# Bioassay records as filed in PubChem.
# SIAH1 antagonists: Siah-1 peptide-binding antagonists, primary screen, biochemical, fluorescence polarization, rhodamine-plectin, uHTS (AID 1817); Siah-1 / rhodamine-plectin peptide fluorescence polarization; higher % means a stronger effect; displacement, % at 20 µM; hits with a dose series show IC50 in µM; actives 0.02% (n = 290,000);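 active = displacement of at least 50% at 20 µM, with a fluorescence ratio check between 0.3 and a set limit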;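 note: plate controls were Siah plus tracer with DMSO for no effect and tracer alone without Siah for full effect; strong numbers were not always called active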
# Lipid droplet: modulators of hepatic lipid droplet formation | AML12 mouse hepatocytes, oleate lipid droplets, BODIPY imaging | inhibition, % at 6.5 µM | actives 0.4% (n = 240,000) | AID 1656;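 active = lipid droplet intensity inhibited by at least 50%, with more than 500 cells counted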
#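 Assay system: AML12 hepatocytes (mouse); Probe or stimulus: oleic acid at 100 µM to induce lipid droplet formation; Dosing: compound at 6.5 µM only; Schedule: compound with oleate, overnight; Detection: fluorescence imaging, 20x objective, two fields per well; Measure: % inhibition of lipid droplet signal.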
# P. falciparum M1AAP: P. falciparum M1AAP inhibitors, biochemical, fluorogenic H-Leu-NHMec substrate, 1536-well (AID 1445); actives 0.42% (n = 220,000); inhibition, % at 30 µM, or IC50 in µM where a hit was titrated; recombinant M1AAP, H-Leu-NHMec fluorogenic kinetic assay; higher % means a stronger effect;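 active = primary inhibition above the hit cutoff, then over 50% inhibition at one or more dose response concentrations, cut at about 23% in these data, passing the limit was not always enough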;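 note: plate controls were DMSO full reaction for no effect and no enzyme background for full effect; strong numbers were not always called active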
# M17LAP inhibition: P. falciparum M17LAP inhibitors, primary screen, biochemical, fluorogenic H-Leu-NHMec substrate, 1536-well (AID 1619); recombinant M17LAP, H-Leu-NHMec fluorogenic kinetic assay; higher % means a stronger effect; one-dose inhibition, % at 30 µM; IC50 in µM for titrated hits; actives 0.38% (n = 220,000);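 active = compound inhibiting the enzyme by more than half at any dose during confirmatory dose-response retesting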;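 note: plate controls were full reaction with DMSO carrier for no effect and no enzyme background for full effect; strong numbers were not always called active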
# LYP inhibition: PTPN22 lymphoid phosphatase activity blockers – biochemical, fluorescence intensity, uHTS (AID 1779). recombinant LYP phosphatase, fluorescence intensity; higher % means a stronger effect. one-dose inhibition, % at 11.5 µM; IC50 in µM for titrated hits. actives 0.054% (n = 290,000);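 note: plate controls were vehicle with enzyme for no effect and no enzyme for full effect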
# AID2073: inhibitors of Mint1-CaV2.2 protein interaction, biochemical, HTRF (AID 2073). HTRF protein-protein interaction, Mint1-CaV2.2; higher % means a stronger effect. inhibition, % at 20 µM; hits with a dose series show IC50 in µM. actives 0.19% (n = 290,000); in the data active = inhibition mostly above about 51%, no sharp cut-off; note: some results filed as inactive read as strong as hits
# ER stress rescue: rescue of cells from ER stress-induced death, primary screen, 384-well, CSM14.1, thapsigargin, ATP luminescence (AID 1222); CSM14.1 thapsigargin-induced death rescue, ATP luminescence; higher % means a stronger effect; one-dose cellular ATP content (survival), % at 20 µM; EC50 in µM for titrated hits; 190,000 tested, under 10 active;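 active = EC50 below 50 µM in the dose-response confirmation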;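 note: death triggered by thapsigargin at about 15 µM added after 2 h compound pretreatment; cell ATP read after overnight thapsigargin exposure of roughly 18 to 22 hours; normalized against plate controls of thapsigargin alone and 5% DMSO vehicle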
# NOD2 inhibition: NOD2 signaling inhibitors, cell-based, luminescence, uHTS, HEK293 (AID 1566); HEK293 NOD2/NF-kB luciferase reporter, luminescence; higher % means a stronger effect; inhibition, % at 4 µM, or EC50 in µM where a hit was titrated; actives 0.63% (n = 290,000); note: many of its hits are not listed in these tables
# XIAP displacement: small molecules displacing peptide from XIAP – biochemical, IAP family, fluorescence polarization (AID 1018) | XIAP BIR domain, fluorescence polarization peptide displacement; higher % means a stronger effect | displacement, % at 20 µM; hits with a dose series show IC50 in µM | actives 0.007% (n = 200,000); in the data active = displacement above about 50%; note: a part of the inactive calls stands beside numbers as strong as those of hits
# Lipid droplet cells 6.5 µM: also measured in Lipid droplet; calls as there; cell count; measured here: cell count, cytotoxicity flag;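 cells counted across two imaged fields per well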
# Active calls of the source: *; x = not tested or not shown. Cut-off read from the data, not from the text of the source, unless noted: active = inhibition above about 50%; inactive = the rest. Only part of the results is shown; rates above refer to the full screens.
# Values run as follows: SIAH1 antagonists, Lipid droplet, Lipid droplet cells 6.5 µM, P. falciparum M1AAP, M17LAP inhibition, LYP inhibition, AID2073, ER stress rescue, NOD2 inhibition, XIAP displacement
COc1cccc(NC(=O)N2CCCC(C(=O)NC3CCCCC3C)C2)c1 (stereo not drawn)
    4%, -3, 730, x, x, -10%, 5%, x, 20%, x
O=C(NCc1ccco1)c1csc2c1CCCC2
    -4%, 2, 758, -2%, -6%, -10%, 0%, 2.7%, 2%, -7.0%
CC(C)C(=O)n1nc(-c2cccnc2)nc1NCc1ccc(F)cc1
    -1%, -2, 678, 12%, 2%, -2%, -20%, -7.4%, 10%, -2.9%
CCN(CC)CCNC(C(=O)Nc1cccc(C(C)=O)c1)c1ccccc1 (stereo not drawn)
    2%, -24, 731, 5%, 15%, -8%, -5%, -1.2%, 16%, -4.7%
CC(=O)c1ccc(NC(=O)CN2CCCCCC2)cc1
    3%, -3, 784, x, x, -11%, 0%, x, -4%, x
CCNC(=O)COC(=O)COc1ccc(Cl)cc1C
    -3%, x, x, 0%, 1%, -7%, 2%, 0.5%, 3%, -1.3%
CN(C)/C=C1\C=C(c2ccccc2)OC1=O
    -2%, x, x, 0%, 3%, -5%, -13%, -2.2%, -2%, -5.0%
Cc1ccc(C(C[N+](=O)[O-])c2c(N)n(C)c(=O)n(C)c2=O)cc1 (stereo not drawn)
    4%, 10, 701, 2%, 8%, -8%, -4%, x, 5%, x
Fc1ccc(CNCc2ccccc2C(F)(F)F)cc1
    2%, -5, 721, 3%, -1%, 1%, 10%, -0.6%, 6%, -2.2%
CN1CCc2ccccc2C1Cc1ccccc1NC(=O)c1sc2ccccc2c1Cl (stereo not drawn)
    12%, -24, 792, -1%, 3%, -6%, 16%, x, 12%, x
O=C(O)C1SCCN1S(=O)(=O)c1ccc(N=NN2CCOCC2)cc1 (stereo not drawn)
    1%, -13, 742, 1%, 24%, -3%, -7%, -0.6%, 6%, -4.1%
O=C(O)c1cc(NC(=O)c2cccc(F)c2)cc(NC(=O)c2cccc(F)c2)c1
    -6%, -2, 794, x, x, -3%, 10%, x, -3%, x
Cc1ccc(-n2ncc3c(NCCCn4ccnc4)ncnc32)c(C)c1
    4%, -15, 676, x, x, -6%, 11%, -1.3%, -5%, -4.7%
Nc1c(Cl)cc(-c2csc(NCCc3nc4cc(Cl)c(Cl)cc4n3CCCO)n2)cc1Cl
    -1%, x, x, x, x, -9%, 4%, x, -2%, x
CC(NC(=O)c1ccc(Cl)cc1)C1CC2CCC1C2 (stereo not drawn)
    4%, 17, 894, x, x, -8%, 0%, x, 4%, x
Cc1cccc2sc(NC(=O)c3cc(S(=O)(=O)N(C)C)ccc3N3CCCC3)nc12
    -4%, x, x, 8%, 7%, 1%, 28%, 1.3%, -10%, -5.1%
CO/N=C(/C(=O)N[C@@H]1C(=O)N2C(C(=O)O)=CCS[C@H]12)c1cnc(N)s1
    -5%, 9, 781, x, x, 0%, -17%, x, 6%, x
C/C(=N\NC(=O)CC1N=C(Cc2ccccc2)NNC1=O)c1ccc(Br)cc1 (stereo not drawn)
    -1%, 1, 616, 4%, 7%, -9%, -4%, x, -26%, x
CCn1nc(NS(=O)(=O)c2ccccc2[N+](=O)[O-])c2cc3ccc(C)cc3nc21
    0%, 18, 712, x, x, -2%, -5%, x, 7%, x
CCN(C(=O)CSc1nc2c(cnn2-c2ccccc2)c(=O)[nH]1)C1CCS(=O)(=O)C1 (stereo not drawn)
    9%, -13, 604, 2%, 23%, -6%, 2%, 2.7%, 4%, -1.9%

# A different layout for 2 compounds above.
Compound | SIAH1 antagonists | Lipid droplet | Lipid droplet cells 6.5 µM | P. falciparum M1AAP | M17LAP inhibition | LYP inhibition | AID2073 | ER stress rescue | NOD2 inhibition | XIAP displacement
Nc1c(Cl)cc(-c2csc(NCCc3nc4cc(Cl)c(Cl)cc4n3CCCO)n2)cc1Cl | -1% | x | x | x | x | -9% | 4% | x | -2% | x
CCn1nc(NS(=O)(=O)c2ccccc2[N+](=O)[O-])c2cc3ccc(C)cc3nc21 | 0% | 18 | 712 | x | x | -2% | -5% | x | 7% | x

# Carrying on:
# Values run as follows: SIAH1 antagonists, Lipid droplet, Lipid droplet cells 6.5 µM, P. falciparum M1AAP, M17LAP inhibition, LYP inhibition, AID2073, ER stress rescue, NOD2 inhibition, XIAP displacement
Oc1ccc2ccccc2c1CNc1ccc(Br)cn1
    3%, 2, 863, x, x, -4%, 5%, x, 8%, x
C[C@H]1CCC(=O)N([C@H](CSc2ccccc2)Cc2ccccc2)CC1
    8%, x, x, x, x, -4%, -7%, x, -33%, x
CCN(c1ccc(OC)cc1)S(=O)(=O)c1nnc(NC(=O)c2ccccc2Cl)s1
    -4%, 2, 695, x, x, -2%, 11%, x, 22%, x
CCCCc1nn(-c2cc(Cl)ccc2OC)c2c1C(=O)CCC2
    -3%, x, x, 2%, -1%, -2%, 3%, -0.7%, 0%, -3.7%
Clc1ccccc1Nc1ncnc2c1nnn2Cc1ccccc1
    3%, x, x, 1%, 6%, -6%, 6%, 0.8%, -5%, -2.8%
COCCN1C(=O)c2oc3ccccc3c(=O)c2C1c1ccc(OC)c(OC)c1 (stereo not drawn)
    -8%, 0, 784, 1%, -1%, -1%, -4%, -3.0%, 12%, -18%
N#C/C(=C\c1cc2ccccc2nc1N1CCOCC1)C(=O)Nc1ccc(N2CCOCC2)cc1
    -1%, 1, 594, 3%, 9%, -3%, 10%, -1.4%, -1%, 1.2%
COc1ccccc1NC(=S)NC(=O)C(C)C
    1%, x, x, 14%, -4%, -5%, -9%, -0.9%, 10%, 1.8%
O=C1CN(S(=O)(=O)c2ccc([N+](=O)[O-])cc2)CC(=O)N1
    4%, 3, 805, x, x, -6%, 6%, x, -10%, x
CCCC(=O)Nc1ccc(S(=O)(=O)Nc2cc(OC)ncn2)cc1
    1%, -9, 843, x, x, -5%, 5%, x, -8%, x

# Profiles, looked up by structure. Values in the order: SIAH1 antagonists | Lipid droplet | Lipid droplet cells 6.5 µM | P. falciparum M1AAP | M17LAP inhibition | LYP inhibition | AID2073 | ER stress rescue | NOD2 inhibition | XIAP displacement
# `Cc1ccc(C(C[N+](=O)[O-])c2c(N)n(C)c(=O)n(C)c2=O)cc1` (stereo not drawn) as listed: 4% | 10 | 701 | 2% | 8% | -8% | -4% | x | 5% | x
# `CC(C)C(=O)n1nc(-c2cccnc2)nc1NCc1ccc(F)cc1` as listed: -1% | -2 | 678 | 12% | 2% | -2% | -20% | -7.4% | 10% | -2.9%

# (next part)
# Values run as follows: SIAH1 antagonists, Lipid droplet, Lipid droplet cells 6.5 µM, P. falciparum M1AAP, M17LAP inhibition, LYP inhibition, AID2073, ER stress rescue, NOD2 inhibition, XIAP displacement
COC(=O)c1ccc(=O)n(Cc2ccco2)c1
    1%, 11, 743, 2%, -5%, -4%, 17%, 1.9%, -1%, -5.8%
CCOCCc1c(O)nc(SC)[nH]c1=O
    0%, -2, 693, 5%, 14%, -3%, 16%, x, 18%, x
COc1ccc(-n2ncc3c(N4CCCc5ccccc54)ncnc32)cc1
    -2%, 23, 705, -1%, -16%, -5%, 33%, -4.5%, -146%, -1.8%
O=[N+]([O-])c1ccc(Oc2ccc(S(=O)(=O)N3CCOCC3)cc2)cc1
    2%, 5, 819, x, x, -4%, 1%, x, 16%, x
CCc1cccc(NC(=O)CCC(=O)N2CCSc3ccccc32)c1
    -1%, 14, 863, x, x, -8%, 0%, x, 18%, x
CN(Cc1ccon1)C(=O)CC1C(=O)NCCN1Cc1ccc(Cl)c(F)c1 (stereo not drawn)
    14%, 38, 733, x, x, -4%, 29%, x, 6%, x
COc1ccccc1-c1nc(S(=O)(=O)c2ccccc2)c(N2CCCCC2)o1
    4%, -2, 832, x, x, 3%, 9%, x, 10%, x
Cc1cc(C(F)F)n2ncc(C(=O)N3CCc4ccccc4C3)c2n1
    0%, 0, 724, 9%, 3%, 8%, 12%, -5.2%, 13%, -2.8%
C=CCn1c(SCC(=O)O)nnc1-c1cccc(Cl)c1
    2%, 13, 767, -1%, -4%, 8%, -13%, -0.5%, -7%, -5.9%
COc1cc(NC(=S)NC(=O)c2ccc(C)cc2C)ccc1NC(=O)c1cccs1
    0%, 0, 693, 9%, 1%, 13%, -8%, 0.6%, 16%, -3.8%
Cc1cccc(NC(=O)NNC(=O)c2ccc3ccccc3c2)c1
    5%, 3, 822, x, x, -4%, 6%, x, 1%, x
CCOC(=O)Cn1ncn(-c2ccc(OC(F)(F)F)cc2)c1=O
    6%, 10, 737, 6%, -1%, -6%, 11%, -0.4%, 10%, -5.7%
CC/C(O)=C(/C#N)c1nnc2n1CCCCC2
    1%, -37, 730, 2%, 16%, -1%, 5%, -3.0%, 1%, 0.8%
O=C1c2ccccc2C(=O)N1CCOc1ccc(F)cc1
    3%, 2, 823, x, x, -11%, 0%, x, -9%, x
CCNc1nc(OCC)nc(N2CCC(Cc3ccccc3)CC2)n1
    15%, -3, 689, 1%, 7%, 2%, -4%, 0.1%, -2%, -2.8%
CC(C)CCNC(=O)Cc1c(C(=O)O)[nH]c2ccc(Cl)cc12
    -2%, x, x, 2%, 22%, -4%, 13%, -1.2%, 7%, -5.4%
CCCCCn1c(C)c2c(OCC)cccc(=O)c2c1C
    0%, -24, 708, 4%, 9%, -3%, -2%, x, 26%, x
N=c1ccn(Cc2ccc(Cl)c(Cl)c2)cc1
    -5%, x, x, -4%, 0%, -6%, 8%, -0.4%, 43%, -6.6%
COC(=O)c1ccc(/C=N/N2CCN(Cc3ccccc3)CC2)cc1
    1%, 5, 664, 2%, -6%, 7%, -4%, -2.8%, -7%, -0.2%
COc1ccc(OC(C)C(=O)Nc2ccccc2F)cc1 (stereo not drawn)
    0%, 13, 680, -5%, -6%, -1%, -3%, -1.6%, -8%, -3.7%
COc1ccccc1/C=N/N1C(=O)c2cccc3cccc(c23)C1=O
    13%, 13, 649, 8%, 10%, 8%, 8%, 2.8%, -3%, -4.8%
O=C(O)CCCCCN1C(=O)/C(=C\c2ccc(-c3ccc(Cl)cc3)o2)SC1=S
    6%, x, x, 8%, 2%, 4%, -11%, x, 2%, x
CCOc1ccccc1NC(=O)Cc1coc2cc(C)ccc12
    -3%, 17, 792, 10%, -4%, -2%, -1%, 1.2%, 21%, -6.1%
Cc1cc2cc3c(cc2nc1SCc1ccccn1)OCCO3
    10%, -8, 574, 10%, 19%, -1%, 3%, -2.8%, -45%, -2.8%
c1ccc(CN(Cc2ccccc2)c2ncnc3c2nnn3Cc2ccccc2)cc1
    11%, -13, 487, -2%, -2%, -5%, 10%, x, 21%, x
COc1ccc(NC2=NC(C)(CO)CS2)cc1 (stereo not drawn)
    1%, 3, 417, 6%, 6%, -4%, 6%, x, -18%, x
C[C@@H]1CN(C2CCN(Cc3nc(CC4CC4)no3)CC2)C[C@H](C)O1
    7%, 4, 665, -1%, 9%, -5%, 1%, -1.4%, -2%, -2.9%
